RNase H inhibition = RNase H inhibition, HIV 1 Gag Pol polyprotein, FRET biochemical assay, screening (AID 372) | HIV-1 RT RNase H, FRET RNA/DNA substrate fluorescence; higher % means a stronger effect | 100,000 tested, 0.77% active | inhibition, % at 10 µM, or IC50 in µM where a hit was titrated; in the data active means inhibition above about 50%
Active calls of the source: *.

structure | RNase H inhibition
O=C(COc1ccc(Br)cc1Cl)Nc1ccc2c(c1)OCO2 | 18%
Cc1ccc(-c2cc(C(=O)Nc3nc(-c4ccc(Br)cc4)cs3)c3ccccc3n2)o1 | 24%
O=C(NCCO)C(=O)Nc1cccc(C(F)(F)F)c1 | 7%
O=C(NCCCO)/C(=C\c1ccccc1[N+](=O)[O-])NC(=O)c1ccccc1 | 1%
O=C1N=C(N2CCOCC2)S/C1=C\c1ccc2c(c1)OCO2 | 45%
COc1ccc(CCNC(=O)/C(=C/c2ccc(Cl)cc2)NC(=O)c2ccc(C)cc2)cc1OC | 5%
O=C1c2ccccc2NC(c2cccc([N+](=O)[O-])c2)N1c1ccc(Br)cc1 (stereo not given) | 11%
CCOC(=O)C(=CNc1ccc(Br)cc1)C(=O)OCC | 5%
O=C(Nc1ccccc1OC(F)(F)C(F)C(F)(F)F)C(c1ccccc1)c1ccccc1 (stereo not given) | 9%
COc1ccc2c(c1)-c1c(sn(-c3ccc(Oc4ccc(Cl)cc4)cc3)c1=S)C(C)(C)N2 | 48%
N#Cc1c(-c2ccc(Cl)cc2)cc(-c2ccccc2)[nH]c1=O | 2%
CCNC(=S)NN=Cc1cc(Cl)ccc1OCCOc1ccc(C)c(C)c1 | 0%
Cc1cc(C)c2oc(-c3ccc(C)c(NC(=O)c4ccc([N+](=O)[O-])cc4Cl)c3)nc2c1 | 9%
CCN(CC)c1ccc(N2C(=O)c3ccc4c5c(ccc(c35)C2=O)CC4)cc1 | 1%
CCOC(=O)C1=C(C)N=c2s/c(=C\c3cccc([N+](=O)[O-])c3)c(=O)n2C1c1ccc(OC)c(OC)c1 (stereo not given) | 1%
COc1ccc(-n2c(C=C3C(=O)N(C)c4ccccc43)nc3ccccc3c2=O)cc1 | 3%
Cc1ccc(Cl)cc1N1CCN(C(=O)C2C3CCC(C3)C2C(=O)O)CC1 (stereo not given) | 0%
COc1ccc(Nc2cc(-n3nc(C)cc3C)ncn2)cc1 | 4%
Cc1n[nH]c(C)c1Sc1ccccc1N=Cc1ccccc1[N+](=O)[O-] | 23%
C=CCn1c(SCC(=O)NCCO)nc2sc(C)c(C)c2c1=O | 0%
C=CCN1C(=O)/C(=C/c2cc(C)n(-c3ccccc3F)c2C)C(=O)NC1=S | 16%
C=CCc1cccc(/C=N/NC(=O)c2cc(-c3ccc4ccccc4c3)n[nH]2)c1O | 14%
COc1cccc(C(=O)NC(=S)Nc2ccc3oc(-c4ccccc4Cl)nc3c2)c1 | 12%
COc1ccc(/C=C2/S/C(=N\S(=O)(=O)c3ccc(C)cc3)N(C)C2=O)cc1OC | 8%
COc1ccc(-c2cc(C(F)(F)F)n3nc(C(=O)N4CCOCC4)cc3n2)cc1 | 14%
Nc1cc(Cl)nc(N/N=C/c2cccc(F)c2)n1 | 14%
Oc1ccc2nc(-c3ccccc3)[nH]c2c1 | 9%
CCCOc1ccc(/C=C2\SC(=O)N(Cc3ccccc3)C2=O)cc1OC | 10%
C(=N\Nc1cc(N2CCOCC2)ncn1)/c1ccco1 | 8%
COc1cc(NC(=O)c2ccccc2C)c(Cl)cc1NC(=O)c1ccccc1 | 2%
Cc1c(Br)c(C(F)(F)F)nn1CC(=O)Nc1ccc(OC(F)(F)F)cc1 | 14%
CCOc1ccc(NC(=O)C(C#N)=C2CCC(C)CC2)cc1 (stereo not given) | 12%
COc1cc(NC(=O)c2ccccc2Cl)c(OC)cc1NC(C)=O | 4%
N#C/C(=C\c1ccc(-c2ccc(Cl)c(C(=O)O)c2)o1)C(=O)Nc1ccc(Cl)cc1 | 0%
COC(=O)c1cc(Br)ccc1NC(=O)COc1ccc(Cl)cc1Cl | 18%
COc1ccc(N2C(=O)/C(=C/c3cc(C)n(-c4ccc([N+](=O)[O-])cc4)c3C)C(=O)NC2=S)cc1 | 23%
Cc1ccc(OCC(=O)Nc2ccccc2O)cc1 | 2%
CC(C)CC(NC(=O)/C(=C/c1ccccc1)NC(=O)c1ccccc1)C(=O)O (stereo not given) | 12%
O=C(O)c1cccc([N+](=O)[O-])c1C(=O)NC1=NCCS1 | 11%
COc1cc(/C=N/N2C(=O)C3C4C=CC(C4)C3C2=O)cc(I)c1O (stereo not given) | 56%*

Quoted from the listing for reference:
structure | RNase H inhibition
CC(C)CC(NC(=O)/C(=C/c1ccccc1)NC(=O)c1ccccc1)C(=O)O (stereo not given) | 12%
O=C(O)c1cccc([N+](=O)[O-])c1C(=O)NC1=NCCS1 | 11%
COc1cc(/C=N/N2C(=O)C3C4C=CC(C4)C3C2=O)cc(I)c1O (stereo not given) | 56%*

(cont.)
structure | RNase H inhibition
COc1ccccc1NC(=O)C1=C(C)NC(=S)NC1c1cccc(Cl)c1 (stereo not given) | 4%
Cc1ccc(C(=O)NC(=S)Nc2cccc(-c3nc4ncccc4o3)c2C)cc1C | 12%
O=C(Nc1ccc(S(=O)(=O)Nc2nccs2)cc1)C1CCCCC1 | 0%
C=CCSc1nnc2nc3[nH]c4c(C)cccc4c3nn12 | 21%
COc1ccc(N2C(=O)NC(=O)/C(=C/c3cc([N+](=O)[O-])cc(OC)c3O)C2=O)cc1 | 3%
N#Cc1ccccc1NC(=O)c1ccc(Br)cc1 | 23%
NS(=O)(=O)c1ccc(NC(=O)c2ccc(N3C(=O)c4ccccc4C3=O)cc2)cc1 | 2%
COc1ccc(CNC(=O)c2cnn3c(C(F)(F)F)cc(-c4ccco4)nc23)cc1 | 9%
Cc1ccc(/C=C2/NC(=S)NC2=O)c(C)c1 | 5%
Cc1ccc(NS(=O)(=O)c2cc(Cl)ccc2Cl)cc1C | 38%
COc1ccc(OCCCOc2ccc(C(=O)c3ccccc3)cc2)cc1 | 14%
COC(=O)c1cc(NC(=O)c2cc(OC)cc(OC)c2)cc(C(=O)OC)c1 | 1%
COc1ccc(C(=O)NC(NCc2ccccc2)C(Cl)(Cl)Cl)cc1OC (stereo not given) | 4%
O=C(Nc1ccc(Cl)c(-c2nc3ncccc3o2)c1)c1ccc2ccccc2c1 | 5%
Cc1cc(C(=O)Nc2cccc3ccccc23)ccc1[N+](=O)[O-] | 16%
O=c1oc2ccccc2cc1-c1csc(-c2ccc(O)cc2)n1 | 43%
COc1cc(NS(=O)(=O)c2ccc(C(C)(C)C)cc2)c(OC)cc1NC(C)=O | 11%
O=C(Nc1ccc(S(=O)(=O)Nc2nccs2)cc1)c1ccc([N+](=O)[O-])cc1Cl | 0%
CNC(=O)CN(c1ccc(C)cc1C)S(=O)(=O)c1ccccc1 | 0%
O=C1c2cccc3cccc(c23)C(=O)N1/N=C/c1ccc(O)cc1 | 9%
COc1ccccc1NC(=O)Nc1nnc(-c2ccccc2I)s1 | 26%
CCC1(O)C(C)C(c2ccc(Cl)cc2)NC(c2ccc(Cl)cc2)C1C (stereo not given) | 16%
O=C(Nc1cccc(F)c1)c1ccc(Cl)c([N+](=O)[O-])c1 | 4%
CCc1ccc(-c2nc3cc(NC(=O)c4ccc(I)o4)ccc3o2)cc1 | 11%
O=[N+]([O-])c1ccc2c(c1)S(=O)(=O)N=C2Nc1cccc(Cl)c1 | 11%
CC(C(=O)c1ccc(-c2ccccc2)cc1)[n+]1cccc(C(N)=O)c1 (stereo not given) | 14%
Cc1ccc(-c2nc3cc(NC(=O)/C=C\c4ccco4)ccc3o2)c(C)c1 | 24%
COc1ccc(NC(=S)NC(=O)c2ccc(C)cc2)cc1OC | 9%
Clc1ccc(OCCSc2ncnc3nc[nH]c23)cc1 | 14%
COc1ccc(NC(=O)C(=O)NCc2ccco2)cc1OC | 12%
N#Cc1c(/N=C/c2ccc(Br)cc2)sc2c1CCCC2 | 2%
COC(=O)c1ccc(COc2ccccc2/C=N/NS(=O)(=O)c2ccccc2)cc1 | 18%
N#Cc1cn(-c2ccccc2)nc1-c1ccc(Cl)cc1 | 0%
O=C(COC(=O)c1ccccc1C(F)(F)F)c1ccc([N+](=O)[O-])cc1 | 7%
O=C(CN1CCCCC1)Nc1ccccc1O | 3%
Cc1ccc(-c2cc(-c3ccccc3)nc(N/N=C/c3ccc(Br)cc3)n2)cc1 | 7%
Cc1ccccc1-n1nnnc1C(c1ccccc1)N(C)Cc1ccc(Cl)c(Cl)c1 (stereo not given) | 9%
COc1ccc(CCNc2cc(N3CCN(C(=O)c4ccc(Br)cc4)CC3)ccc2[N+](=O)[O-])cc1OC | 0%
CCN1C(=O)/C(=C/c2cccc(OCCOc3cc(C)ccc3C)c2)SC1=S | 15%
COc1ccc(S(=O)(=O)NCc2ccc(S(N)(=O)=O)cc2)cc1 | 2%

6 compounds drawn at random from the list so far, as already listed:
structure | RNase H inhibition
COc1ccc(S(=O)(=O)NCc2ccc(S(N)(=O)=O)cc2)cc1 | 2%
COc1ccc2c(c1)-c1c(sn(-c3ccc(Oc4ccc(Cl)cc4)cc3)c1=S)C(C)(C)N2 | 48%
COc1ccc(Nc2cc(-n3nc(C)cc3C)ncn2)cc1 | 4%
COc1ccc(CCNc2cc(N3CCN(C(=O)c4ccc(Br)cc4)CC3)ccc2[N+](=O)[O-])cc1OC | 0%
COc1ccc(CCNC(=O)/C(=C/c2ccc(Cl)cc2)NC(=O)c2ccc(C)cc2)cc1OC | 5%
O=c1oc2ccccc2cc1-c1csc(-c2ccc(O)cc2)n1 | 43%

Additional records:
structure | RNase H inhibition
CC(=O)C1=C(O)C(=O)N(CC2CCCO2)C1c1ccccc1 (stereo not given) | 2%
CCOC(=O)C1CCN(C2CC(=O)N(c3ccc(F)cc3)C2=O)CC1 (stereo not given) | 4%
CCC(=Nc1ccccc1)C1=C(O)CC(C)(C)CC1=O | 3%
CC(C)C(NC(=O)CN(c1ccc(Cl)c(C(F)(F)F)c1)S(C)(=O)=O)C(C)C | 6%
CCOc1cc(/C=C2/C(=O)NN(c3ccc(Br)cc3)C2=O)ccc1O | 13%
COc1ccc(CN2CCN(Cc3ccc4ccccc4c3)CC2)c(OC)c1 | 14%
O=Cc1cc(-c2ccccc2)oc1Cl | 26%
CCCOc1ccc(C(=O)Nc2cc([N+](=O)[O-])ccc2F)cc1 | 9%
CC12C(=O)C(C)(C(c3ccccc3)=C1c1ccccc1)C1C(=O)N(c3cccc(C(F)(F)F)c3)C(=O)C12 (stereo not given) | 15%
Cc1cccc(COc2cccc(/C=c3\sc4nc5ccccc5n4c3=O)c2)c1 | 6%
Cc1cc(I)ccc1NC(=O)c1ccc(-c2cccc(Cl)c2)o1 | 13%
COc1ccc2ccccc2c1C1NC(=S)NC(C)=C1C(=O)Nc1ccccc1C (stereo not given) | 1%
COc1ccc(S(=O)(=O)N(CCc2ccccc2)CC(=O)Nc2ccc(C)c(C)c2)cc1 | 12%
Cc1ccc(C(=O)/C=C/c2ccc(-c3ccc(Cl)cc3)o2)cc1 | 15%
CCCCOC(=O)c1ccc(NC(=O)c2cccc([N+](=O)[O-])c2C)cc1 | 13%
CCOc1ccc(/C=N/NC(=O)c2ccc(C(=O)N/N=C/c3ccc(OCC)c(OC)c3)o2)cc1OC | 0%
COc1ccc(N(CC(=O)Nc2ccc(Oc3ccccc3)cc2)S(C)(=O)=O)c(OC)c1 | 16%
CC(NC(=S)Nc1ccc(F)cc1)c1ccccc1 (stereo not given) | 24%
Cc1ccccc1N1OC2C(=O)N(c3ccccc3)C(=O)C2C1c1ccco1 (stereo not given) | 7%
CCOC(=O)C1=C(C)N=c2s/c(=C\c3ccc(OCc4ccccc4)c(OCC)c3)c(=O)n2C1c1ccc(C)cc1 (stereo not given) | 4%
Cc1c(NC(=O)c2cc(Cl)ccc2Cl)cccc1-c1nc2ccccc2s1 | 9%
COc1ccc(C2CC(=O)C3=C(C2)NC(C)=C(C(=O)OCc2ccccc2)C3c2ccc(C)cc2)cc1 (stereo not given) | 6%
COC(=O)c1c(NC(=O)c2ccccc2[N+](=O)[O-])sc(Cc2ccccc2)c1C | 7%
COc1ccccc1OCc1nc(-c2cccc([N+](=O)[O-])c2)no1 | 4%
O=[N+]([O-])c1cccc(/C=N/Nc2nc3ccccc3[nH]2)c1O | 13%
COc1cc(OC)c(C2NC(=S)NC(C)=C2C(=O)Nc2ccccc2Cl)cc1OC (stereo not given) | 14%
COc1cc(OC)cc(C(=O)NC2CCCCCC2)c1 | 2%
O=C1CC(NC2CCCC2)C(=O)N1c1ccc(Cl)cc1 (stereo not given) | 8%
CC(C)c1ccc(CN2CCN(Cc3ccc4c(c3)OCO4)CC2)cc1 | 8%
O=C(Nc1nnc(-c2ccc([N+](=O)[O-])cc2)s1)c1cccs1 | 9%
COc1ccc(-c2cn3cc(C)ccc3n2)cc1Br | 0%
C/C(=N\OC(=O)Nc1ccccc1)c1ccccn1 | 7%
COc1cc(OC)c(C=Nc2cc(C)ccc2C)cc1Br | 15%
N#Cc1c(N2C(=O)c3ccccc3C2=O)sc2c1CCCC2 | 0%
COc1ccc(Cc2nn(Cc3ccccc3)c(N)c2-c2ccc(OC)c(OC)c2)cc1OC | 0%
CCOC(=O)c1ccc(NC(=S)NC(NC(=O)c2ccccc2Cl)C(Cl)(Cl)Cl)cc1 (stereo not given) | 11%
Oc1ccccc1-c1nc2c3c4c(sc3ncn2n1)CCCC4 | 9%
COc1ccc(C(=O)Nc2ccncc2)cc1 | 11%
C/C(=N\Nc1nc(C)cc(C)n1)c1cccs1 | 0%
Cc1[nH]n(-c2ccccc2)c(=O)c1C=Nc1cccc([N+](=O)[O-])c1 | 0%
O=[N+]([O-])c1cccc(N2COc3ccc4cc(Br)ccc4c3C2)c1 | 10%
CCCCC(=O)NNC(=O)COc1ccc(Cl)cc1 | 0%
CCOc1cc(/C=C2\SC(N)=NC2=O)cc(Cl)c1OCCOc1ccc(OC)cc1 | 44%
CCC(C)(C)C(=O)Nc1ccc(C(N)=O)cc1 | 0%
Ic1ccc(-c2csc(Nc3ccc(Oc4ccccc4)cc3)n2)cc1 | 9%
COc1cccc(CN2CCN(C(=O)c3cc(OC)cc(OC)c3)CC2)c1 | 1%
Cc1ccc(S(=O)(=O)/N=C2\C=CC(=O)C(Br)=C2)cc1 | 20%
CC(C)COc1ccc(C(=O)NCC2(c3ccccc3)CCCC2)cc1 | 2%

Screening data as filed in PubChem BioAssay.

These rows are one share of the data (hit frequency here may not be typical).
